# High-throughput results (PubChem BioAssay)
# RGS4-Gao reg: modulates binding of RGS4 to human Galphao. binding response (% of control), % at 10 µM. AID 1415. Multiplexed bead flow cytometry; actives lie on both sides. P09471. 0.33% of 220,000 active; in the data active = binding response below about 49% or above about 150%; inactive = in between;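 also: fluorescent Galphao activated with aluminum fluoride binding bead-coupled RGS4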
# Target sequence (P09471 whole entry, looked up): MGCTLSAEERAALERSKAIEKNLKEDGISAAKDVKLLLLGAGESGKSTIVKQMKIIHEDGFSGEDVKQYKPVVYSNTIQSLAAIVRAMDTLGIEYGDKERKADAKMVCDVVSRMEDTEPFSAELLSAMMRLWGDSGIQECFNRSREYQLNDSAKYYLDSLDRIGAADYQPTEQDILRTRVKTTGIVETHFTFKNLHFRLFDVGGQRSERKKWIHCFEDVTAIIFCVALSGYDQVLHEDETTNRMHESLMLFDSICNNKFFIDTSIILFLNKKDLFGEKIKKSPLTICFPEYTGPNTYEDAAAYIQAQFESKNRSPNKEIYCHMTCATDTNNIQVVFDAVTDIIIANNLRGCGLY
# RGS8-Gao: modulates binding of RGS8 to human Galphao; P09471; multiplexed bead flow cytometry; actives lie on both sides; response (percent of control binding), % at 10 µM; 0.34% of 220,000 active; AID 1423; in the data active = response below about 60% or above about 140%; inactive = in between;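 also: Galphao activated as the GDP aluminium fluoride complex binding bead-coupled RGS8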
# RGS7-Gao: modulates binding of RGS7 to human Galphao. Multiplexed bead flow cytometry; actives lie on both sides. binding response (% of control), % at 10 µM. P09471. 0.35% of 220,000 active; in the data active = binding response below about 49% or above about 150%; inconclusive = no clear call, values can overlap the other calls; inactive = in between;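 also: fluorescent Galphao held in activated GDP-AlF4 state binding bead-coupled RGS7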
# Starred values were filed as active, the others as inactive; u = inconclusive. A portion of the library (hit frequency here may not be typical).
# Each structure is followed by: RGS4-Gao reg	RGS8-Gao	RGS7-Gao
CN(/N=C/c1cc(Cl)cc(Cl)c1O)C(=S)NC(C)(C)C
→ 101	101	u
CSC1=NC(C)N2C(SC)=NC(C)N12 (stereo unspecified)
→ 101	101	u
O=C(NNC(=S)NC(=O)c1ccco1)c1ccc(F)cc1
→ 103	101	u
COc1cccc(C(=O)Nc2ccc(Oc3cccc(C(F)(F)F)c3)nc2)c1
→ 86	96	u
Cn1cnnc1SCC(=O)N/N=C/c1ccc(OCC(N)=O)cc1
→ 101	100	u
Cc1ccccc1NC(=O)c1c(C)[nH]c(=S)c(C#N)c1-c1ccc(Cl)cc1
→ 96	99	u
O=C(NC1CC1)c1cc(-c2ccco2)nc2ccccc12
→ 79	81	u
O=C(COc1ccc(Cl)cc1Cl)NN1C(=O)C2C3C=CC(C3)C2C1=O (stereo unspecified)
→ 94	92	u
CC(=O)c1sc(-c2ccccc2)cc1NS(=O)(=O)c1ccccc1
→ 98	101	u
CN(C)c1ccc(C=NC(CO)C(O)c2ccc([N+](=O)[O-])cc2)cc1 (stereo unspecified)
→ 104	100	u
O=C(CSCC(=O)Nc1cccc2ccccc12)Nc1cccc2ccccc12
→ 95	99	u
Cc1cc(NC(=O)COC(=O)c2cccc(S(=O)(=O)N(C)C3CCCCC3)c2)no1
→ 84	95	u
CCN(CC)C(=O)CSc1nnc2nnc3cc(OC)ccc3n12
→ 99	102	u
CC(=O)O/C(=C\c1cn(C(C)=O)c2ccccc12)C(=O)O
→ 99	98	u
O=S(=O)(c1ccc(C(F)(F)F)cc1)N1CCCN(c2ccc(C(F)(F)F)cn2)CC1
→ 102	99	u
CCn1cc(SCC(=O)NCC2CCCO2)c2ccccc21 (stereo unspecified)
→ 120	109	u
Cc1ccc(NC(=O)N2CCCn3c(SCC(=O)c4ccccc4)nnc32)cc1
→ 97	98	u
NC(=O)c1ccsc1NC(=O)COC(=O)CCOc1ccccc1
→ 100	103	u
CS(=O)(=O)NCC(c1cccnc1)N1CCN(c2ccccc2F)CC1 (stereo unspecified)
→ 104	103	u
COC(=O)c1cccc(NC(=S)Nc2ccccc2Cl)c1
→ 102	104	u

# Each structure is followed by: RGS4-Gao reg	RGS8-Gao	RGS7-Gao
Cc1cc(N/C=C(\C#N)S(=O)(=O)c2ccccc2Cl)nc(C)n1
→ 101	101	u
CCN(CC)CC(O)Cn1c(-c2ccccc2Cl)nc2ccccc21 (stereo unspecified)
→ 97	102	u
CCn1nnc2cc(C(=O)O)ccc21
→ 102	103	u
NC(=O)NC(=O)COC(=O)/C=C/c1cccs1
→ 96	98	u
CCOC(=O)N1CCN(C(=S)NC(=O)C2CCCC2)CC1
→ 95	100	u
Cc1nc(Nc2ccc(F)cc2)nc(Nc2ccc(F)cc2)c1[N+](=O)[O-]
→ 104	103	u
Cc1ccc(C(=O)Cn2nc(C(=O)O)c3ccccc3c2=O)cc1C
→ 96	93	u
CCOc1cc(/C=N\Nc2ncc(F)c(N3CCOCC3)n2)ccc1Oc1nc(Cl)ncc1F
→ 96	99	u
COc1ccc(-c2nn(CCC(=O)O)cc2/C=N/NC(N)=S)cc1
→ 106	103	u
Cc1ccc(NC(=O)Cc2ncon2)cc1Cl
→ 98	101	u
O=S(=O)(Nc1nc2ccccc2nc1-[n+]1cccc(N=C([O-])c2ccc(Cl)cc2)c1)c1ccccc1
→ 89	96	u
COc1ccc(C2=NO[C@@H]3C(=O)N(Cc4ccccc4)C(=O)[C@H]23)c(OC)c1
→ 102	99	u
C=CCn1c(C(CC)CC)nc2ccccc21
→ 94	102	u
Cc1cc(C)n(-c2ncc3c(n2)N(C)CCOC3=O)n1
→ 101	100	u
C(=C\c1ccco1)/c1ccc2ccccc2n1
→ 92	96	u
COC(=O)c1scc(S(=O)(=O)C(C)C)c1N/N=C(\C#N)C(=O)c1ccc(Cl)cc1
→ 100	99	u
O=C1NCCN(Cc2ccc(F)cc2)C1CC(=O)N1CC=C(c2ccccc2)CC1 (stereo unspecified)
→ 116	105	u
NC(=O)N/N=C/c1c(Sc2nnnn2-c2ccccc2)nc2ccccn2c1=O
→ 101	99	u
CC1CCN(C(=O)c2[nH]cnc2C(=O)N[C@@H](C)C(=O)OCc2ccccc2)CC1
→ 102	100	u
COc1cccc(CNC(=O)Cn2ncc3c(=O)oc4ccccc4c32)c1
→ 96	98	u

# At a glance, part of the list above:
# Each structure is followed by: RGS4-Gao reg	RGS8-Gao	RGS7-Gao
O=S(=O)(c1ccc(C(F)(F)F)cc1)N1CCCN(c2ccc(C(F)(F)F)cn2)CC1
→ 102	99	u
CCn1cc(SCC(=O)NCC2CCCO2)c2ccccc21 (stereo unspecified)
→ 120	109	u
Cc1ccc(NC(=O)N2CCCn3c(SCC(=O)c4ccccc4)nnc32)cc1
→ 97	98	u
NC(=O)c1ccsc1NC(=O)COC(=O)CCOc1ccccc1
→ 100	103	u
CS(=O)(=O)NCC(c1cccnc1)N1CCN(c2ccccc2F)CC1 (stereo unspecified)
→ 104	103	u
COC(=O)c1cccc(NC(=S)Nc2ccccc2Cl)c1
→ 102	104	u
Cc1cc(N/C=C(\C#N)S(=O)(=O)c2ccccc2Cl)nc(C)n1
→ 101	101	u
CCN(CC)CC(O)Cn1c(-c2ccccc2Cl)nc2ccccc21 (stereo unspecified)
→ 97	102	u
CCn1nnc2cc(C(=O)O)ccc21
→ 102	103	u
NC(=O)NC(=O)COC(=O)/C=C/c1cccs1
→ 96	98	u
CCOC(=O)N1CCN(C(=S)NC(=O)C2CCCC2)CC1
→ 95	100	u
Cc1nc(Nc2ccc(F)cc2)nc(Nc2ccc(F)cc2)c1[N+](=O)[O-]
→ 104	103	u
Cc1ccc(C(=O)Cn2nc(C(=O)O)c3ccccc3c2=O)cc1C
→ 96	93	u
CCOc1cc(/C=N\Nc2ncc(F)c(N3CCOCC3)n2)ccc1Oc1nc(Cl)ncc1F
→ 96	99	u
COc1ccc(-c2nn(CCC(=O)O)cc2/C=N/NC(N)=S)cc1
→ 106	103	u
Cc1ccc(NC(=O)Cc2ncon2)cc1Cl
→ 98	101	u
O=S(=O)(Nc1nc2ccccc2nc1-[n+]1cccc(N=C([O-])c2ccc(Cl)cc2)c1)c1ccccc1
→ 89	96	u
COc1ccc(C2=NO[C@@H]3C(=O)N(Cc4ccccc4)C(=O)[C@H]23)c(OC)c1
→ 102	99	u
C=CCn1c(C(CC)CC)nc2ccccc21
→ 94	102	u
Cc1cc(C)n(-c2ncc3c(n2)N(C)CCOC3=O)n1
→ 101	100	u
C(=C\c1ccco1)/c1ccc2ccccc2n1
→ 92	96	u
COC(=O)c1scc(S(=O)(=O)C(C)C)c1N/N=C(\C#N)C(=O)c1ccc(Cl)cc1
→ 100	99	u
O=C1NCCN(Cc2ccc(F)cc2)C1CC(=O)N1CC=C(c2ccccc2)CC1 (stereo unspecified)
→ 116	105	u

# Additional records follow.
# Each structure is followed by: RGS4-Gao reg	RGS8-Gao	RGS7-Gao
CN1C[C@@H]2C(c3ccc(Cl)nc3)C3(c4cccnc4)CC2(C3)[C@H]1c1ccccc1 (stereo partly specified)
→ 82	91	u
O=C(CCc1nnc(Cc2ccc3c(c2)OCO3)o1)N(CC1CCC1)CC1CCCO1 (stereo unspecified)
→ 108	104	u
CN(C)CCCNc1ncnc2sc(-c3ccccc3)cc12
→ 100	100	u
CC(C)=NOc1nc(N2CCOCC2)nc(N2CCOCC2)n1
→ 98	98	u
O=c1cc(-c2cccnc2)oc2c1ccc1ccccc12
→ 115	106	u
O=C(NN(C(=O)c1ccccc1)c1ccccc1)c1ccccc1
→ 99	97	u
O=c1[nH]c2cc(S(=O)(=O)CCO)ccc2o1
→ 97	100	u
NC(=S)C1COc2ccccc2O1 (stereo unspecified)
→ 102	96	u
CC(CCc1ccccc1)NCC#N (stereo unspecified)
→ 100	102	u
Cc1nn(-c2ccccc2)c(-c2ccccc2[N+](=O)[O-])c1C(=O)O
→ 105	99	u
COc1ccccc1C(=O)Nc1ccc2c(c1)nc(CCNC(=O)c1ccccc1)n2C
→ 95	102	u
C=CCN1C=C2C(=O)C(C)(OC(=O)CCC(=O)OC)C(=O)C(Br)=C2C=C1c1ccc(OC)cc1 (stereo unspecified)
→ 98	94	u
Cc1ccccc1NC(=O)CC1SC(=Nc2ccc(O)cc2)NC1=O (stereo unspecified)
→ 106	102	u
CC1=NN(c2nc3ccccc3s2)C(O)(C(F)(F)F)C1 (stereo unspecified)
→ 102	98	u
CCn1c(CSc2ncn[nH]2)nc2cc(C(=O)O)ccc21
→ 100	101	u
FC(F)(F)c1ccc(CN2C[C@@H]3C(c4ccc(Cl)nc4)C4(c5ccccc5)CC3(C4)[C@H]2c2ccccc2)cc1 (stereo partly specified)
→ 103	103	u
COc1cscc1C(=O)O
→ 101	103	u
Cn1c2ccccc2c2cnn(CC(=O)Nc3ccc(Cl)cc3)c(=O)c21
→ 109	105	u
COc1ccc(CCN2C(=S)N(c3ccc(Cl)cc3)C(=O)C2CC(N)=O)cc1OC (stereo unspecified)
→ 91	98	u
CC(C)[C@H](CO)Nc1nc(NCc2ccc(S(N)(=O)=O)cc2)c2ncn(C(C)C)c2n1
→ 100	101	u

# Each structure is followed by: RGS4-Gao reg	RGS8-Gao	RGS7-Gao
Cc1cc(C(=O)NN=C2CCCCCC2)c(C)o1
→ 101	98	u
Cc1cc(/C=C(\C#N)C(=O)O)c(C)n1-c1ccc(Br)cc1
→ 96	100	u
CC(=O)N1CCN(c2ccc(NC(=S)NC(=O)c3ccc(C)c([N+](=O)[O-])c3)cc2)CC1
→ 104	101	u
CN(C)S(=O)(=O)c1cccc(NC(=O)CNCc2ccccn2)c1
→ 99	101	u
N#CC(C#N)=Cc1ccccc1OCc1ccccc1
→ 102	100	u
CC(=O)Oc1ccc(/C=C2/CCc3ccccc3C2=O)cc1
→ 100	101	u
O=C(/C=C/c1ccc2c(c1)OCCO2)c1ccc(O)cc1
→ 100	99	u
COc1ccccc1N1CCN(Cc2c[nH]c3ccccc23)CC1
→ 92	93	u
CCNS(=O)(=O)c1ccc(NC(=O)Nc2cc(C)ccc2OC)cc1
→ 101	101	u
O=C(O)c1cccnc1Sc1ncnc2sc3c(c12)CCC3
→ 100	100	u
O=S(=O)(CCc1ccncc1)Cc1ccc2c3c(cccc13)CC2
→ 97	96	u
O=C(/C=C/c1cccs1)N1CCN(c2ccc(F)cc2)CC1
→ 95	99	u
CN1CCSc2ccc(C(=O)Nc3cccc(F)c3)cc21
→ 100	102	u
Cc1ccc(-c2n[nH]c3c2C(c2ccccc2)N(c2ccc(C(=O)O)cc2)C3=O)cc1 (stereo unspecified)
→ 100	101	u
O=C(Nc1ccc(N2CCOCC2)nc1)c1c(F)cccc1F
→ 111	101	u
COC(=O)c1cccc(NC(=O)NC(=O)c2ccccc2Cl)c1
→ 98	98	u
O=C(O)/C=C/C(=O)Nc1ccc(OCc2ccccc2)cc1
→ 105	104	u
C/C(CC(=O)Nc1ccc2c(c1)OCO2)=N\NC(=O)c1ccccc1N
→ 103	101	u
CCOC(=O)NC(=S)Nc1ccc(C(C)(C)C)cc1
→ 101	101	u
CNS(=O)(=O)c1cccc(C(=O)OCC(=O)Nc2ccc(Cl)cc2F)c1
→ 95	99	u

# Each structure is followed by: RGS4-Gao reg	RGS8-Gao	RGS7-Gao
COC(=O)/C=C1/SC(=NC(=O)c2ccc(F)cc2)NC1=O
→ 106	98	u
NC(=O)c1ccccc1NC(=O)COc1ccc(Cl)cc1
→ 113	113	u
COc1ccc(OC)c(C2=NOC(C(=O)Nc3c(C)n(C)n(-c4ccccc4)c3=O)C2)c1 (stereo unspecified)
→ 79	93	u
CN(C1CC(C)(C)NC(C)(C)C1)S(=O)(=O)CC12CCC(CC1=O)C2(C)C (stereo unspecified)
→ 98	97	u
O=C(/C=C/c1ccc(O)c(O)c1)OC1C(O)CC(OC(=O)/C=C/c2ccc(O)c(O)c2)(C(=O)O)CC1O (stereo unspecified)
→ 58	69	u
N/C(=N\OC(=O)C1CC1)c1ccc([N+](=O)[O-])s1
→ 99	97	u
CCC(=O)Nc1ccc(/C=C(\C(C)=O)C(=O)c2ccccc2)cc1
→ 101	96	u
Nc1c(C(=O)N/N=C/c2ccc(Cl)cc2)cnn1-c1ccccc1
→ 101	99	u
NC(=O)CSc1nnc(-c2cccc(S(=O)(=O)N3CCCCC3)c2)o1
→ 110	106	u
Cc1cc(C)nc(N/N=C/c2cccc([N+](=O)[O-])c2)n1
→ 95	99	u
COCCCNc1nc2ccccc2nc1NS(=O)(=O)c1ccc(C)cc1C
→ 114	100	u
NS(=O)(=O)c1cccc(-n2cnnn2)c1
→ 103	103	u
Cc1ccc(S(=O)(=O)CCSc2nccn2C)cc1
→ 100	101	u

# Retrieved by compound from above:
# Each structure is followed by: RGS4-Gao reg	RGS8-Gao	RGS7-Gao
NC(=O)CSc1nnc(-c2cccc(S(=O)(=O)N3CCCCC3)c2)o1
→ 110	106	u
CN(C1CC(C)(C)NC(C)(C)C1)S(=O)(=O)CC12CCC(CC1=O)C2(C)C (stereo unspecified)
→ 98	97	u
